p53ts 32C tox – p53ts cell cytotoxicity, permissive temperature. Potency, µM (top dose mostly 46.1 µM), for the others: top-dose activity change, negative = cytotoxicity, hits mostly cytotoxic. AID 924. H1299-p53A138V at 32C, ATP luminescence viability, 24 h. 0.93% of 130,000 active;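 further: 0% = DMSO and -100% = full killing by reference compound; nearly all actives have a fitted effect of over 55% in size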
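Viability by ATPlite luminescence after 24 h compound treatment (up to 46 uM) at the permissive 32C. Cells are H1299 carrying p53 A138V. Scale runs from DMSO basal to 100 uM tamoxifen as full kill; AC50 from Hill fits.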
p53ts 39C kill – kills p53ts cells at the nonpermissive temperature | H1299-p53A138V viability at 39C, ATP luminescence, 24 h | Potency, µM (titrated, usually from 46.1 µM), for inactives: at the top dose activity change, negative = cell killing, hits mostly cytotoxic | 1.5% of 130,000 active; further: nearly all actives have a fitted effect of over 55% in size
IkB sig inh – IkB pathway inhibition in ABC-DLBCL cells; Potency, µM (highest dose often 57.1 µM), without a hit: at the highest dose IkBa stabilization activation; ABC-DLBCL IkBa-CBG/CBR dual luciferase ratio, 4 h; response scale: scaled: untreated 0%, proteasome inhibitor 100%; 0.04% of 110,000 active; active means well fitted curve in the direction sought with a large enough effect in the signal ratio, not every such curve was filed as active; inconclusive means small, poorly fitted or top-dose-only effect, or a change in a side signal; the % refers to the signal ratio;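 further: the direction sought is a rising ratio; 0% = basal untreated cells and 100% = reference inhibitor full response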
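In this assay, an IκBα–CBG68 fusion accumulates when IKK-driven degradation is blocked; native CBR normalizes for cell number. OCI-Ly3 cells were treated 4 h with compound and doxycycline, then green and red light read after Chroma-Glo addition.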
Imprint erasure – induces erasure of genomic imprints in mouse ES cells | mouse ES Peg3-LacZ reporter, beta-gal luminescence, 40 h | Potency, µM (doses to about 60.7 µM), for the others: top-dose activity change, positive = activation, most hits filed as activators | 0.02% of 110,000 active;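 further: 0% = negative control wells on the plate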
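Each well holds 300 Peg3LacZ-Neo (maternal) female ES cells incubated 40 h at 37C, 5% CO2. LacZ is measured by BetaGlo luminescence, with AC50 and maximum efficacy derived from dose-response curves.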
* = called active by the depositor; u = inconclusive; x = no result given; & = joins results of further samples; [ ] = another dose, or the depositor's remark. Unless noted, the call rests on the fitted dose curve; in most records, active means well fitted curve in the direction sought with a large enough effect; inconclusive means small, poorly fitted or top-dose-only effect, or another doubt; inactive means no such curve, though single readings can be large; an effect the other way counts as inactive or inconclusive. Unless noted, on the % scale 0 is the no-effect control and ±100 the full control effect; potency means the concentration at half of the fitted maximal effect.

| SMILES | p53ts 32C tox | p53ts 39C kill | IkB sig inh | Imprint erasure |
| --- | --- | --- | --- | --- |
| COC(=O)[C@H]1C[C@@H]1[C@H](NC(=O)c1cc(C)nn1C)c1ccccc1 | 13% | 4% | x | -5% |
| CCCn1c(SCC(=O)NCCc2ccccc2)nnc1-c1cccnc1 | 5% | -5% | 0.6% | -4% |
| CCOC(=O)c1cccc2c1N[C@@H](c1ccc(F)cc1)[C@H]1CC=C[C@@H]21 | -1% | -12% | 4.8% | -9%[10.9 µM] |
| O=c1c2cc3c(cc2n(Cc2ccc(Cl)cc2)c(=O)n1Cc1nc(-c2ccccc2)no1)OCO3 | 14% | -25% | -0.3% | 6%[10.9 µM] |
| Cc1ccc(-c2nc3c4c(-c5ccccc5)c(-c5ccccc5)oc4ncn3n2)cc1 | -11% | -15% | 1.4% | -8%[10.9 µM] |
| COCCNc1sc(S(=O)(=O)c2ccc(C)cc2)nc1S(=O)(=O)c1ccc(C)cc1 | 15% | 9% | -0.4% | 24%[10.9 µM] |
| CCCN(CCC)CCCNC(=O)c1cc2c(-c3ccc(OC)c(OC)c3)nn(C)c2s1 | -4% | -23% | 1.2% | -8%[10.9 µM] |
| CC1CCC/C(=C\Nc2ccc(O)cc2)C1=O (stereo unspecified) | -8% | 3% | 22% | -2% |
| Cc1ccc(-n2nnnc2C2CCN(S(=O)(=O)c3ccc(OC(F)(F)F)cc3)CC2)cc1 | -1% | -14% | -0.9% | 15%[10.9 µM] |
| CC1=C(c2ccc(C)c(C)c2)S(=O)(=O)N=C1N1CCC(C(=O)NCc2ccccc2C)CC1 | -2% | u | 0.0% | -15%[10.9 µM] |
| Cc1ccc(C(=O)N2c3ncnn3C3(CCCCC3)[C@@H]3CCCC[C@@H]32)cc1 | 1% | 25% | -0.7% | -11%[10.9 µM] |
| COc1cccc(-c2nc(CS(=O)(=O)CC(=O)NCCC(C)C)c(C)o2)c1 | -6% | -10% | 1.5% | -10% |
| Cc1ccc(S(=O)(=O)N2CCN(C(=O)CC3CCCC3)CC2)cc1 | 2% | 1% | 0.1% | -11% |
| COCCNC(=O)C(c1ccccc1)N(CCOC)C(=O)Cn1nnc2ccccc21 (stereo unspecified) | 5% | -2% | 0.6% | 12% |
| CC1(C)CC(=O)CC(C)(C)N1OC(=O)c1ccccn1 | 2% | -3% | 1.0% | 4% |
| CC(NC(=O)c1ccco1)c1nc(-c2ccccc2)no1 (stereo unspecified) | 7% | -29% | -1.0% | -16%[10.9 µM] |
| CN(C)c1ncc2nc(-c3ccc(Cl)cc3)c(=O)n(Cc3ccc(F)cc3)c2n1 | 11% | 5% | -1.1%[11.4 µM] | -5% |
| NC(=O)c1oc2ccccc2c1NC(=O)c1ccco1 | -28% | u | -3.8% | -13% |
| COc1ccc(NC(=O)CCN2CCN(CCO)CC2)cc1 | 9% | 31%[activator] | -7.2% | 4%[10.9 µM] |
| O=c1c(-c2ccccc2)n[nH]c2ccccc12 | u | u | -0.2% | -50%[inhibitor] |
| Cc1cc(C(=O)NNC(=S)NCc2ccco2)n(C)n1 | 5% | 38% | x | x |
| CCn1c(Cc2ccccc2)nnc1SCc1nc2ccccc2c(=O)[nH]1 | 2% | 9% | -0.1% | 8% |
| O=C(c1csnn1)N1CCC2(CCCN(C(c3ccccc3)c3ccccc3)C2)CC1 | 0% | -20% | 4.2%[11.4 µM] | x |
| CCOC(=O)c1c(C)c(C(=O)Nc2ccc3c(c2)OCCO3)c(C)n1C | 8% | 8% | -0.2% | -17% |
| COc1cc(C)nc(NC(=O)COc2ccc(Cl)cc2C)n1 | 4% | 0% | -0.3% | -14% |
| CCc1cccc(NC(=O)C2CCC(CNS(=O)(=O)c3csc(C(N)=O)c3)CC2)c1 (stereo unspecified) | -4% | 22% | 0.6% | -2%[10.9 µM] |
| CCOC(=O)c1sc(NC(=O)C2c3ccccc3Oc3ccccc32)c(C#N)c1C | -12% | -17% | u | -11%[10.9 µM] |
| Nc1nc(-c2ccccc2)cc(-c2ccccc2O)n1 | -15% | -14% | u | -19% |
| CC(C)=CC(=O)OCC(=O)NC(=O)NC(C)(C)C | 8% | 11% | 3.9% | -7% |
| COc1ccc(NC(=O)C2=C(C)Nc3c(C(=O)Nc4ccc(C)cc4)cnn3C2c2cc(OC)ccc2OC)cc1 (stereo unspecified) | 9% | -1% | u | -5%[10.9 µM] |
| CCOC(=O)c1ccc2nc(C)cc(Nc3ccc(OC(C)C)cc3)c2c1 | -5% | u | u | -9%[10.9 µM] |
| COc1ccccc1C1SCCN1S(C)(=O)=O (stereo unspecified) | 5% | 17% | -1.8% | 6% |
| O=C(NCc1ccc(Cl)cc1Cl)c1cccc(N2CCCS2(=O)=O)c1 | -3% | 4% | u | -8%[10.9 µM] |
| CCOC(=O)N1CCC(NC(=O)c2ccc3c(c2)N(Cc2ccccc2C)C(=O)c2ccccc2S3=O)CC1 (stereo unspecified) | 18% | -1% | u | -9%[10.9 µM] |
| CCOCCCNC(=O)C1CCN(C(=O)c2cc3sccc3n2C)CC1 | -3% | -5% | 1.1% | -9%[10.9 µM] |
| CCCCNc1cc(C)nc(NCc2ccccc2)n1 | u | -16% | u | -38%[inhibitor] |
| CCOc1ccc2ccccc2c1C(=O)N1CCOCC1 | 13% | 15% | 1.9% | -7% |
| COc1ccc2[nH]c(C)c(CCNS(=O)(=O)c3cc(F)ccc3OC)c2c1 | -1% | 4% | -2.2% | 19%[10.9 µM] |
| COc1cc(CC(=O)N2CCc3ccccc32)cc(OC)c1OC | 3% | -10% | 1.1% | -13% |
| O=C(NCc1cccnc1)c1nn(-c2ccccc2F)nc1CO | 0% | -9% | 1.2% | -7%[10.9 µM] |
| Cc1cccc(-n2cnc3c(c2=O)c2nc4ccccc4nc2n3Cc2ccco2)c1 | 2% | -4% | 3.1% | -16% |
| CCOC(=O)C1CCN(c2c(NCCCN3CCN(Cc4ccccc4)CC3)c(=O)c2=O)CC1 | -3% | 2% | 0.6% | -17% |
| Cc1ccc2c(c1)C(N1CCN(C)CC1)=Nc1cccnc1N2 | 5% | 16% | -0.6% | -11% |
| CCOC(=O)c1ccc(NC(=O)c2c(NCc3cccc(OC)c3OC)sc3c2CCC3)cc1 | -19% | 28% | 1.6% | 22%[10.9 µM] |
| CC1=Nn2c(nnc2-c2n[nH]c3c2CCC3)SC1 | -5% | -1% | -0.1% | -6% |
| Cc1ccc(C)c(N2CCN(C(=O)CN3C(=O)COc4ccc(S(=O)(=O)N5CCOCC5)cc43)CC2)c1 | 1% | -12% | 0.6% | 3%[10.9 µM] |
| COc1ccc(S(=O)(=O)Nc2ccccc2C(F)(F)F)cc1 | -5% | 0% | -0.6% | -9% |
| COc1ccc(NC(=O)c2cc3n(n2)C(C(F)(F)F)CC(c2ccco2)N3)cc1 (stereo unspecified) | -1% | 5% | -1.8% | -6% |
| N#CCCN(C(=O)Nc1ccc(Cl)cc1)c1ccccc1 | -6% | -9% | -2.6% | -7% |
| Cc1sc2ncnc(SC(C)C#N)c2c1C (stereo unspecified) | 4% | -12% | -0.6% | -1% |

Additional entries.
Values run as follows: p53ts 32C tox | p53ts 39C kill | IkB sig inh | Imprint erasure
- Cc1c(C(=O)NCc2ccccc2Cl)sc2nc3n(c(=O)c12)CCCCC3
 : 1% | -6% | u | -34%[inhibitor][10.9 µM]
- O=C(c1ccco1)N1CCN(C(c2ccc(F)cc2)c2nnnn2Cc2cccs2)CC1 (stereo unspecified)
 : 7% | 8% | 0.1% | -7%
- COCCn1c(=O)c(-c2ccc(Cl)cc2)nc2cnc(N(C)C)nc21
 : -3% | 5% | -3.1%[11.4 µM] | -13%
- COc1ccccc1NC(=O)c1ccc(S(=O)(=O)N(C)C)cc1
 : 11% | -8% | 0.3% | 8%
- O=C(Nc1cccc(Cl)c1)C(Cc1ccccc1)n1cccc1 (stereo unspecified)
 : -5% | -26% | u | -13%[10.9 µM]
- O=C(CSc1nc(-c2ccco2)nc2cc(=O)[nH]n12)Nc1ccc(F)cc1
 : 7% | -13% | u | 2%[10.9 µM]
- Cc1ccc(S(=O)(=O)Nc2ccc3c(c2)nc2n3CCN(Cc3ccccc3)C2)cc1
 : 0% | -2% | 5.2% | -23%
- CNC(=O)C1(C)C=CCN1C(=O)OC (stereo unspecified)
 : 2% | -6% | x | -10%
- Cc1cccc(NC(=O)CSc2nnc(-c3ccco3)o2)c1C
 : 7% | -2% | -1.4% | 2%
- O=C(CSc1nc2c(c(=O)[nH]1)CN(Cc1ccc3c(c1)OCO3)CC2)Nc1ccc(F)cc1
 : 0% | 19% | 0.0% | -4%[10.9 µM]
- O=C(c1ccccc1)c1ccc(OC(=O)N2CCOCC2)cc1
 : 2% | 4% | 0.3% | -11%
- N#Cc1c(-n2ncnc2-c2ccccc2C(F)(F)F)sc2c1CCCCC2
 : u | u | 6.1% | -12%[10.9 µM]
- Cn1c(=O)c(-c2cccs2)nc2cncnc21
 : -6% | -6% | 1.8%[11.4 µM] | -13%
- Cn1ccnc1SCC(=O)NC1CCCCC1
 : -5% | -2% | 1.3% | -11%
- CC1(C)SC2C(N3C(=O)C(c4ccccc4)NC3(C)C)C(=O)N2C1C(=O)O (stereo unspecified)
 : -2% | -6% | x | -17%
- CCCn1c2c(c(O)c(C(=O)Nc3nccs3)c1=O)CCCC2
 : 8% | 11% | 0.0% | 17%
- COc1ccc2c(c1OC)C(=O)OC2C1c2c(cc3c(c2OC)OCO3)CCN1C (stereo unspecified)
 : 6% | 5% | -0.5% | -5%&-9%
- Cc1sc2c(c1C)c(=O)n(-c1cccc(C(F)(F)F)c1)c(=O)n2Cc1ccccc1C#N
 : 9% | 6% | 3.0% | 26%[10.9 µM]
- COc1ccc(C(=O)N2CCC(C(=O)c3ccc(F)cc3)CC2)cc1
 : 14% | 24% | x | x
- Cc1ccc2c(c1)c1c(c(=O)n(-c3cccc(Cl)c3)c(=O)n1CC(=O)c1ccc(Cl)cc1)n2C
 : 17% | 4% | 3.4% | 6%[10.9 µM]
- COc1cccc(CNC(=O)c2cnc(N3CCCC3)nc2C)c1
 : -8% | -11% | -0.3% | -5%[10.9 µM]
- O=C(NCCCn1ccnc1)c1cnn2c1NC(c1ccccc1)CC2C(F)(F)F (stereo unspecified)
 : 11% | 5% | -1.4% | 3%
- O=C(O)c1cccc(Nc2ncnc3ccc(Br)cc23)c1
 : 1% | 15% | 5.4% | 25%[10.9 µM]
- Cc1ccc(OCCSc2nc3ccccc3n2CC(=O)N2CCCCC2)c(C)c1
 : -7% | 5% | 2.0% | -13%[10.9 µM]
- COc1ccc(NC(=O)NCCCN2CCc3ccccc3C2)cc1
 : 0% | -6% | -1.4% | -14%
- CCOC(=O)C1CCN(C(=O)Nc2cccc(Cl)c2)CC1
 : 2% | 4% | x | x
- CC(=O)Cn1c(N2CCC(Cc3ccccc3)CC2)nc2c1c(=O)[nH]c(=O)n2C
 : -4% | 7% | -0.5% | -10%
- Cc1[nH]c2ccccc2c1SCC(=O)O
 : 3% | 15% | x | x
- CCC(Oc1ccccc1)C(=O)Nc1ccccn1 (stereo unspecified)
 : -4% | 3% | -4.9% | -8%
- O=C(c1ccc2c(Cl)c3c(nc2c1)CCCC3)N1CCN(c2cccc(C(F)(F)F)c2)CC1
 : -2% | -16% | u | 12%[10.9 µM]
- COc1ccc(-c2csc3nc(-c4ccc(Cl)cc4)oc(=O)c23)cc1
 : -2% | 12% | u | -12%[10.9 µM]
- CCOc1ccc(-c2c(C)nn3c(C)c(C(=O)Nc4cccc(Cl)c4C)cnc23)cc1OCC
 : 9% | -29% | -0.7% | -12%[10.9 µM]
- Cc1ccc(NC(=O)CCN2CCN(C/C=C/c3ccccc3)CC2)cc1C
 : -9% | -9% | -1.1% | -24%
- CC(C)(C)C(=O)Nc1nnc2n1CCS2
 : -1% | u | 3.5% | -11%[10.9 µM]

Part of the list above in a different format.
SMILES: O=C(c1ccc2c(Cl)c3c(nc2c1)CCCC3)N1CCN(c2cccc(C(F)(F)F)c2)CC1
  p53ts 32C tox = -2%
  p53ts 39C kill = -16%
  IkB sig inh = u
  Imprint erasure = 12%[10.9 µM]

SMILES: COc1ccc(-c2csc3nc(-c4ccc(Cl)cc4)oc(=O)c23)cc1
  p53ts 32C tox = -2%
  p53ts 39C kill = 12%
  IkB sig inh = u
  Imprint erasure = -12%[10.9 µM]

SMILES: CCOc1ccc(-c2c(C)nn3c(C)c(C(=O)Nc4cccc(Cl)c4C)cnc23)cc1OCC
  p53ts 32C tox = 9%
  p53ts 39C kill = -29%
  IkB sig inh = -0.7%
  Imprint erasure = -12%[10.9 µM]

No enrichment for hits. Share with any hit: about 1.7%.
